PAFAH1B3 FP inh: PAFAH1B3 (human) inhibition; AID 492972; recombinant PAFAH1B3, FP-rhodamine probe, fluorescence polarization; Q15102; inhibition, % at 3.39 µM; hit rate 0.28% among 340,000;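 active = inhibition above the screen-wide average of all tested compounds plus 3 SD, cut at about 25% in these data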;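 also: 0% = enzyme with DMSO only and 100% = wells lacking PAFAH1B3 protein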
PREPL inh: inhibits the human prolyl oligopeptidase-like enzyme. recombinant PREPL, fluorescence polarization activity-based probe. inhibition, % at 5.96 µM. hit rate 0.68% among 320,000. AID 2751; in the data active = inhibition above about 43%;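 also: 0% = enzyme with DMSO and 100% = wells lacking enzyme; many of its hits are not listed in these tables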
Target sequence (Q4J6C6 whole entry, looked up): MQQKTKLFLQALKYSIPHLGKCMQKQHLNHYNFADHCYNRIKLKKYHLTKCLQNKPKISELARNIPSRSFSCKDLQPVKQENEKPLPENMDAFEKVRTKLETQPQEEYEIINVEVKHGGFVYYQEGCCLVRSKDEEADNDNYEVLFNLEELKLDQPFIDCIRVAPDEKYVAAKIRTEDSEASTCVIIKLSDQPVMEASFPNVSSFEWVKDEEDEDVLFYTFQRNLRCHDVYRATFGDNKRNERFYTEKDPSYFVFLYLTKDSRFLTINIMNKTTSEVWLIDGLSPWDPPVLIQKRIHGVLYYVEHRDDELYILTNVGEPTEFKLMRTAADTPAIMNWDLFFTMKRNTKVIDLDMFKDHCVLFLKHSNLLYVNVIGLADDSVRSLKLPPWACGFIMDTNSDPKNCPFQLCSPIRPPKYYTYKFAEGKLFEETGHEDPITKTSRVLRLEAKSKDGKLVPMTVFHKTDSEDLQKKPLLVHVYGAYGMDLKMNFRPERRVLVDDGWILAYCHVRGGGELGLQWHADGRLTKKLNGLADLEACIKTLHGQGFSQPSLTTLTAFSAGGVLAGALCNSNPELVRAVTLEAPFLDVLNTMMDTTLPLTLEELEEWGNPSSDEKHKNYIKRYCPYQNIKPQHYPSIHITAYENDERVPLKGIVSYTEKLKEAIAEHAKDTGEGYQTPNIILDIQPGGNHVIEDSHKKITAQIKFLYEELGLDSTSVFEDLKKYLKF
LYPLA1 counter: blocks human lysophospholipase 1, a PME1 counter-screen; recombinant LYPLA1, FP-Rh probe fluorescence polarization; inhibition, % at 5.9 µM; hit rate 0.16% among 320,000; AID 2174;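 active = inhibition above the mean of all tested compounds plus 3 SD, set per campaign, cut at about 14% in these data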;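 also: inhibitors block serine hydrolase probe labeling of LYPLA1 so polarization falls; 0% = enzyme with DMSO and 100% = wells lacking LYPLA1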
pPAFAH FP inh: inhibitors of human plasma PAF acetylhydrolase (pPAFAH). recombinant pPAFAH, FP-rhodamine probe fluorescence polarization. Q13093. inhibition, % at 3.39 µM. hit rate 1.5% among 330,000. AID 463082;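 active = inhibition above the mean inhibition across the screen plus 3 SD, cut at about 25% in these data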;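 also: inhibitors block binding of the rhodamine activity-based probe so polarization drops; 0% = enzyme with DMSO and 100% = wells lacking pPAFAH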
PAD4 inh: blocks human protein arginine deiminase 4 | Q9UM07 | recombinant PAD4, RCA probe fluorescence polarization | inhibition, % at 6.36 µM | hit rate 0.41% among 330,000;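 active = percent inhibition above a cutoff equal to the mean of all tested compounds plus 3 SD, cut at about 15% in these data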;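 also: 0% = PAD4 with RCA probe and DMSO and 100% = probe without PAD4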
PAFAH2 FP inh: PAFAH2 (human) inhibition | recombinant PAFAH2, FP-rhodamine activity probe, fluorescence polarization | inhibition, % at 3.39 µM | hit rate 0.99% among 340,000 | AID 492956;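 active = inhibition above the mean over all tested compounds plus 3 SD, cut at about 30% in these data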;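 also: inhibitors block probe labeling of enzyme so polarization drops; 0% = enzyme with DMSO and 100% = wells lacking PAFAH2 protein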
PAFAH1B2 FP inh: inhibitors of human PAFAH1B2. P68402. recombinant PAFAH1B2, FP-rhodamine activity probe, fluorescence polarization. inhibition, % at 3.39 µM. hit rate 1.2% among 340,000. AID 492953;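 active = inhibition above the mean of all tested compounds plus 3 SD, cut at about 24% in these data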;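 also: 0% = enzyme with DMSO and 100% = wells lacking PAFAH1B2; many of its hits are not listed in these tables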
LYPLA2 counter: LYPLA2 (human) inhibition in PME1 counter-screen. hit rate 0.38% among 320,000. recombinant LYPLA2, FP-Rh probe fluorescence polarization. AID 2177. inhibition, % at 5.9 µM;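 active = inhibition above the screen-wide mean plus 3 SD, limit set per campaign, cut at about 26% in these data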;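 also: 0% = LYPLA2 with DMSO and 100% = wells lacking LYPLA2 enzyme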
GSTO1 counter: GSTO1 inhibition, counter-screen for RBBP9 inhibitors; recombinant GSTO1, activity-based probe fluorescence polarization; hit rate 1.1% among 300,000; inhibition, % at 5.96 µM;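 active = inhibition above the campaign mean inhibition plus 3 SD, cut at about 35% in these data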;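 also: 0% = GSTO1-1 with DMSO and 100% = wells lacking GSTO1-1 enzyme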
Target sequence (P78417 whole entry, looked up): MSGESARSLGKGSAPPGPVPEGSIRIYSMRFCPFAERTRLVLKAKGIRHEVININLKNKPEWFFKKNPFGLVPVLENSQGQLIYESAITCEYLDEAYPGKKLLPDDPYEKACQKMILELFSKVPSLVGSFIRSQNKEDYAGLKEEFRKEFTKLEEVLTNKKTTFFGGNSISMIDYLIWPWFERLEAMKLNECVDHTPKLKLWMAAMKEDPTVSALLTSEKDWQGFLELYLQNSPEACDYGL
* = called active by the depositor; nt = not tested or not shown. An excerpt. The share of hits here may be higher or lower than overall.

SMILES | PAFAH1B3 FP inh | PREPL inh | LYPLA1 counter | pPAFAH FP inh | PAD4 inh | PAFAH2 FP inh | PAFAH1B2 FP inh | LYPLA2 counter | GSTO1 counter
Cc1ccc(NC(=O)NCC(c2ccccc2)N(C)C)cc1 (stereo unspecified) | 9.4 | -5.9 | 1.4 | 1.0 | 2.5 | 4.3 | 2.0 | 6.4 | 12.0
COC(=O)c1c(C)oc(C)c1S(=O)(=O)N1CCCCC1 | 6.2 | -2.9 | 0.1 | -4.0 | 3.3 | 3.2 | 1.4 | 8.4 | -9.9
Cc1nc2c(C)cccn2c1/C(O)=C1\C(=O)C(=O)N(CCN(C)C)C1c1ccccc1 (stereo unspecified) | 2.2 | -4.2 | -3.0 | -0.5 | 0.5 | -1.2 | 2.9 | -6.3 | 5.7
Cn1nc(C(=O)NNC(=O)COc2ccccc2)c2ccccc2c1=O | 17.7 | 3.8 | -0.2 | 3.6 | -2.5 | 4.3 | -1.0 | -2.9 | 2.4
CCOC(=O)c1ccc(-n2cncn2)nc1 | 12.4 | 4.4 | 1.9 | 1.0 | -3.8 | 4.6 | -4.0 | 1.1 | -2.5
CCOc1ccc(N(Cc2nnc3n2CCCCC3)C(=O)Nc2cccc(C)c2)cc1 | -0.6 | -0.4 | -0.1 | 2.2 | -0.7 | 7.7 | 1.1 | 1.5 | 7.3
Cc1c2c([n+]3n1CCC3)CC(C)(C)CC2=O | 3.2 | 1.3 | -2.0 | -4.7 | 5.4 | -2.8 | 5.1 | 2.4 | 0.1
COc1ccc(Cc2n[nH]c(=S)n2N)cc1OC | 3.6 | 1.2 | -2.5 | 2.2 | -3.9 | -0.5 | 0.2 | -3.1 | 11.8
CC1=C(C(=O)OCc2ccccc2)C(c2ccc(Br)cc2)NC(=O)N1CCCC(=O)O (stereo unspecified) | nt | -8.0 | -1.5 | 0.7 | 1.0 | nt | nt | -4.6 | 12.4
CC(SCC(=O)Nc1ccc(S(=O)(=O)N2CCCCC2)cc1)C(=O)O (stereo unspecified) | 6.5 | 13.8 | -0.1 | -0.3 | 2.5 | 2.0 | 7.7 | -1.5 | 10.3
COc1cccc(COC(=O)C2CCN(S(=O)(=O)c3ccc(Cl)cc3)CC2)c1OC | 3.0 | 5.8 | -1.1 | 6.5 | -2.3 | 4.7 | 9.0 | -5.7 | -5.0
CN(CC(=O)Nc1ccc(F)cc1)C(=O)COC(=O)CCN1C(=O)C2CC=CCC2C1=O (stereo unspecified) | 8.1 | 7.4 | -1.9 | 3.0 | -1.4 | 2.3 | 5.0 | -3.1 | 3.1

Brought forward from above: 2 entries, then new ones.
SMILES | PAFAH1B3 FP inh | PREPL inh | LYPLA1 counter | pPAFAH FP inh | PAD4 inh | PAFAH2 FP inh | PAFAH1B2 FP inh | LYPLA2 counter | GSTO1 counter
COc1cccc(COC(=O)C2CCN(S(=O)(=O)c3ccc(Cl)cc3)CC2)c1OC | 3.0 | 5.8 | -1.1 | 6.5 | -2.3 | 4.7 | 9.0 | -5.7 | -5.0
CN(CC(=O)Nc1ccc(F)cc1)C(=O)COC(=O)CCN1C(=O)C2CC=CCC2C1=O (stereo unspecified) | 8.1 | 7.4 | -1.9 | 3.0 | -1.4 | 2.3 | 5.0 | -3.1 | 3.1
Cc1ccc(N2C(=O)C3C4C=CC(CNC(=S)N5CCN(c6ccccn6)CC5)(O4)C3C2=O)cc1 (stereo unspecified) | 0.7 | -14.1 | 4.0 | 1.2 | -3.9 | 1.0 | 2.9 | 12.8 | 8.6
COc1cc(/C=C/C(=O)OCC(=O)NCCCc2ccccc2)ccc1O | 5.3 | 10.1 | nt | 12.6 | 13.4 | 48.4* | 1.7 | nt | nt
COc1cccc(CNc2ccc(S(=O)(=O)N3CCCC3)cn2)c1 | 5.7 | 16.5 | nt | 0.7 | -0.3 | 0.9 | 6.8 | nt | nt
COc1cc(C(=O)NCC(=O)N/N=C(/C)c2ccc3c(c2)CCCC3)cc(OC)c1OC | -3.6 | 23.9 | 1.1 | 1.6 | -2.2 | 6.5 | -0.1 | 5.4 | -0.5
O=C(Nc1ccc(C(=O)O)cc1)/C(=C\C=C\c1ccccc1)NC(=O)c1ccc(Br)cc1 | 3.8 | -17.2 | -8.4 | 4.6 | 2.2 | -1.1 | -1.1 | -7.8 | -7.5
O=C(COC(=O)C1=COCCO1)Nc1ccc2c(c1)OCO2 | 5.4 | 11.7 | 0.1 | 6.2 | -1.8 | 69.4* | 3.1 | 0.2 | 1.1
Cc1ccccc1OCC(=O)OCC(=O)c1c[nH]c2ccccc12 | 4.9 | -0.7 | -10.1 | 1.6 | 0.2 | 0.7 | 4.3 | -1.5 | nt
CS(=O)(=O)c1ccc(-c2nnn(CC(N)=O)n2)cc1 | 0.7 | -3.8 | 1.5 | -4.3 | 0.4 | -0.9 | 2.6 | -3.1 | -7.5
O=C1COc2cccnc2N1 | 3.9 | 17.1 | -0.4 | -5.1 | 0.6 | 7.9 | 2.9 | 12.2 | 4.6
CCOC(=O)C1=C(COC(=O)[C@H](C)NS(=O)(=O)c2ccccc2F)NC(=O)NC1C (stereo partly specified) | -2.2 | 4.5 | -0.2 | 3.5 | 0.5 | -7.9 | 0.8 | -2.9 | nt
CCCn1c(C)cc(C(=O)CSc2nc3ccccc3c(=O)n2Cc2ccco2)c1C | 7.3 | -8.6 | -6.9 | -2.2 | 1.6 | -4.0 | 0.1 | -6.5 | 0.7
Cc1cc(NC(=O)CCCC(=O)N(c2ccccc2)C(C(=O)NC2CCCCC2)c2cccs2)no1 (stereo unspecified) | 8.3 | -4.0 | -1.9 | 0.7 | -2.8 | -10.6 | -1.7 | -5.6 | 8.0
COc1ccc(CNS(=O)(=O)CCNC(=O)c2ccccc2)cc1 | 3.0 | -3.1 | 0.9 | 0.4 | 0.4 | -2.8 | 4.2 | 0.6 | 5.6
O=C(Nc1cc([N+](=O)[O-])ccc1Cl)C(Sc1ccccc1)c1ccccc1 (stereo unspecified) | -3.8 | -9.1 | -9.6 | 3.6 | -1.9 | -5.8 | 0.6 | -17.3 | -1.7
CCOc1ccccc1C(=O)Nc1ccc(-n2nncc2C(C)(C)C)cc1 | 2.6 | 8.3 | 1.5 | 0.6 | 2.6 | -0.3 | 4.5 | 1.8 | 3.1
COc1ccc(N2CCN(c3nc(=S)n(-c4ccccc4)c(C)c3C(C)=O)CC2)cc1 | 10.5 | 33.3 | -0.7 | 9.3 | -4.3 | 2.9 | -2.3 | 6.5 | 3.2
CC(=O)Nc1ccc(S(=O)(=O)NCCC(=O)Nc2ccc(C)c(F)c2)cc1 | 6.7 | 2.7 | 1.9 | 3.1 | -2.5 | 5.7 | 3.9 | 1.3 | 7.8
CN1CCN(CC(=O)Nc2sc3c(c2C(=O)Nc2ccccc2)CCCC3)CC1 | -1.6 | 6.3 | -0.8 | 6.0 | -1.5 | -4.1 | 1.4 | 0.1 | 2.9
Nn1c(CSc2ccccn2)nc2ccccc2c1=O | 2.9 | 1.6 | 0.0 | 0.5 | -0.1 | -4.7 | -0.8 | -0.1 | -7.1
COc1ccc(-c2c(=O)n(OCc3ccccn3)c3ccccc3[n+]2[O-])cc1OC | -1.4 | 1.7 | -1.1 | 6.0 | 0.9 | -0.7 | -0.2 | 2.2 | 2.4
Cc1cc(C)cc(OCC(=O)NCc2cc(C)nc3ccccc23)c1 | -1.0 | -6.8 | 0.2 | 4.5 | -1.1 | -2.6 | 7.4 | -3.7 | 2.7
C/C(=N\NC(=O)CNc1cccc(Cl)c1C)C1CC1 | -7.8 | 4.6 | -0.7 | 2.2 | 1.1 | -0.3 | 4.9 | -9.0 | 0.0
O=C(CN1CCC(C(=O)c2cccc(Cl)c2)CC1)Nc1cccc(C(=O)O)c1 | 6.5 | -5.3 | -0.8 | -3.1 | 6.3 | 0.5 | 8.3 | 5.8 | 4.5
O=[N+]([O-])c1ccc2nc(-c3ccccc3)n(OCc3ccc(Cl)cc3)c2c1 | 11.8 | 8.2 | -7.0 | 5.3 | 84.1* | 4.6 | 4.5 | -3.7 | -0.4
COc1ccc([N+](=O)[O-])cc1NC(=O)Nc1cccc(Cl)c1 | -10.6 | -1.8 | -10.5 | 3.1 | -1.6 | -15.6 | -8.9 | -8.9 | -14.5
Cc1noc(C)c1S(=O)(=O)N(Cc1ccccc1)C(C)C | nt | 1.0 | -2.1 | -2.4 | -3.9 | nt | nt | -0.4 | -5.6
N#Cc1cccc(S(=O)(=O)NCC(=O)OCC(=O)NCc2ccccc2)c1 | 5.8 | 12.9 | 0.5 | 23.4 | -1.1 | 7.0 | 1.3 | 4.3 | nt
Cc1nc2cccc(C(=O)NCc3ccccc3)c2o1 | 6.2 | -3.6 | 1.2 | 2.6 | 2.9 | 6.0 | 3.1 | 6.7 | 0.5
Cc1ccsc1C(=O)N1CCCC(C(=O)c2cc(F)ccc2F)C1 (stereo unspecified) | 7.0 | 15.0 | -0.9 | -8.1 | -6.8 | 6.2 | 4.6 | -4.5 | 6.4
COc1cccc(/C=N/NC(=O)c2[nH]c(C)c(C(=O)N/N=C/c3cccc(OC)c3O)c2C)c1O | 45.2* | 31.3 | -16.9 | 28.2* | -9.8 | -5.0 | 6.6 | -18.1 | -29.6
CSc1ccc(CN2CCN(C(=O)CC(C)C)CC2)cc1 | 6.5 | 5.0 | 1.6 | 4.3 | -0.7 | 3.2 | 5.7 | 1.8 | 3.3
O=C(N/N=C\c1ccccn1)c1cccc(C(=O)N/N=C\c2ccccn2)n1 | 52.9* | 15.0 | -2.2 | 7.0 | 2.1 | -42.6 | 41.7* | 27.9* | -18.5
Cc1sc2ncnc(OCC(=O)N3CC(=O)Nc4ccccc43)c2c1C | 9.4 | -11.6 | 3.1 | 4.8 | -0.3 | -0.1 | 2.2 | 20.0 | 2.4
CN(C)CCn1c(=O)n(-c2ccc(F)cc2)c(=O)c2c3c(sc21)CCCCC3 | 1.1 | 7.1 | 0.2 | 4.8 | -1.2 | 1.8 | 2.6 | 0.8 | 0.4
O=C(c1cn(-c2ccccc2)nc1-c1cccs1)N1CCN(c2ccccn2)CC1 | 2.7 | -12.6 | -2.2 | 3.9 | -1.7 | -4.5 | -0.3 | 5.5 | -5.4
CN1/C(=C\C(=O)c2cccc([N+](=O)[O-])c2)Sc2ccccc21 | 6.0 | 10.4 | 3.8 | 5.8 | -3.6 | 6.6 | 7.2 | 0.2 | 4.8
O=C(NCC1CCCN1S(=O)(=O)c1cccs1)c1cccc(F)c1 (stereo unspecified) | 3.9 | 1.1 | -1.4 | -1.5 | -7.3 | 3.0 | -4.6 | 1.6 | 3.2
CCOc1cc(NC(=O)c2ccco2)c(OCC)cc1NC(=O)c1cc(OC)c(OC)c(OC)c1 | 6.1 | 4.3 | 1.9 | 2.9 | -0.6 | -8.0 | -0.1 | 6.8 | -9.2
CCNc1nc(NC(C)C)nc(N(C#N)CCOc2ccccc2)n1 | 9.0 | 1.0 | -0.4 | 3.9 | -8.6 | -6.6 | 3.6 | -3.7 | 3.3
N#Cc1c(-c2ccco2)nc(NCC2CCCO2)[nH]c1=O (stereo unspecified) | 7.0 | 6.6 | -2.6 | 4.4 | -4.8 | 1.3 | 1.0 | 0.8 | 1.5
O=c1cc(C(Cl)(Cl)Cl)oc2c1ccc1ccccc12 | 19.0 | -16.4 | -2.1 | 0.0 | 1.2 | 22.4 | 6.0 | 1.2 | 46.9*
CCN(CC)c1ccc(NC(=O)Nc2cccc(C(C)=O)c2)cc1 | 12.1 | 10.5 | -3.0 | 11.1 | -5.3 | -2.1 | 7.5 | 2.1 | 5.2
Cc1ccccc1OCC(=O)Nc1ccc2c(c1)OCCO2 | 4.9 | 25.8 | 2.5 | -3.4 | 0.5 | -0.1 | 5.0 | -2.0 | 2.5
